High-throughput results as filed in PubChem BioAssay.
CHT block: inhibitors of human choline transporter CHT | CHT-expressing cells, membrane potential dye, choline response; hits give low values | B-score at 10 µM | 0.86% of 310,000 active;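 active = B-score over 3 SD under the library average, and starting fluorescence ratio not unusually high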;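 note: choline stimulus applied at its EC90 after an EC20 pre-addition; B-score computed on integrated fluorescence ratio after choline addition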
Target sequence (Q9GZV3 whole entry, looked up): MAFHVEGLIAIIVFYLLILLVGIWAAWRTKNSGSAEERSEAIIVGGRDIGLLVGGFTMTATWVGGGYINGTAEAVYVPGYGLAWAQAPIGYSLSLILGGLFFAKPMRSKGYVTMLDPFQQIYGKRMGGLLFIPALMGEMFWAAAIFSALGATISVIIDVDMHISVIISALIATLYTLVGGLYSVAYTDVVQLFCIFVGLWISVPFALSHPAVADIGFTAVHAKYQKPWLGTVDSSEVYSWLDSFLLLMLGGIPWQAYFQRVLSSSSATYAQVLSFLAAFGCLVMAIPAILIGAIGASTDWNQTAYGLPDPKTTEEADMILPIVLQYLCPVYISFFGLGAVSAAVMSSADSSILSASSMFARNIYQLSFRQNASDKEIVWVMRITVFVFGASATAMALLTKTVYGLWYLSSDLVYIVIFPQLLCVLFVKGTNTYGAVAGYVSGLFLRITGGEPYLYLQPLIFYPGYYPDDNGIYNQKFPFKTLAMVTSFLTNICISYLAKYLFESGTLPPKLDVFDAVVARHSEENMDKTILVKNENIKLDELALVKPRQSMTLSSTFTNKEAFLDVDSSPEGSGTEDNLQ
CHT allo act: CHT positive allosteric modulators, primary screen, cell-based, membrane potential dye, choline EC20; 0.49% of 310,000 active; B-score at 10 µM; CHT-expressing cells; hits give high values; LV-AA mutant CHT in HEK293 cells; AID 488977, 2010;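 active = initial fluorescence not abnormally high and integrated response B-score, plate-corrected, over 3 SD above library mean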
Active calls of the source: *; i = inactive.

SMILES	CHT block	CHT allo act
N/C(=N\OC(=O)C12CC3CC(CC(C3)C1)C2)c1ccncc1	i	i
CC(C)CNC(=S)NNC(=O)c1csc2ccccc12	i	i
CCCCN(C)C(=O)C1CCN(Cc2ccccn2)CC1	i	i
CNS(=O)(=O)c1ccc(NC(=O)c2ccc(Cl)cc2Cl)cc1	i	i
CS(=O)(=O)N1CCc2ccc(NC(=O)C3CCCO3)cc2C1 (configuration not stated)	i	i
O=C(CCNC(=O)c1ccc([N+](=O)[O-])cc1)Nc1cccc(S(=O)(=O)N2CCCCC2)c1	i	i
Cc1cccc(C)c1NC(=S)NN1CCN(C)CC1	i	i
O=C(c1cccc(F)c1)N1CCCC(C(=O)N2CCCCC2)C1 (configuration not stated)	i	i
CN(C)c1ccc(NC2=C(Cl)C(=O)c3ccccc3C2=O)cc1	i	i
COc1cccc(-c2nn(-c3ccc(C)cc3)cc2C(=O)NCC(c2cccs2)N2CCOCC2)c1 (configuration not stated)	i	i
C/C(=C/c1ccccc1)C(=O)N1CCN(c2ccccc2F)CC1	i	i
N#Cc1cc(N)ccc1Sc1ccccc1	i	i
CN1CCN(CC2(O)CCN(S(=O)(=O)c3ccc(Cl)cc3)CC2)CC1	i	i
O=C(O)CN1CCN(CC(=O)O)CCN(CC(=O)O)CCN(CC(=O)O)CC1	i	i
CC12COC3(C(=O)Nc4ccc(Cl)cn4)CC1CCC32C (configuration not stated)	i	i
CCOC(=O)c1c(NC(=O)Cn2nc([N+](=O)[O-])c(Br)c2C)sc2c1CCC(C)C2 (configuration not stated)	i	i
O=C(NCc1ccc2c(c1)OCO2)C1CC(=O)N(CCc2ccccc2)C1 (configuration not stated)	i	i
CCNC(=O)CC1C(=O)N(c2ccc(OC)cc2)C(=O)N1CCOC (configuration not stated)	i	i
COc1nnc(-c2ccc(C)c(S(=O)(=O)NC(C)C)c2)c2ccccc12	i	i
COCCN1C(=O)N[C@@H](c2cccc(C(F)(F)F)c2)[C@H](C(C)=O)[C@H]1C	i	i
COc1ccc(NC(=S)N2CCN(Cc3cccc(F)c3)CC2)c(OC)c1	i	i
Cc1ccc2cc(C(c3nnnn3C3CCCC3)N3CCOCC3)c(=O)[nH]c2c1C (configuration not stated)	i	i
O=C(Nc1cccc(Cl)c1)OCc1cn(-c2ccccc2)nn1	i	i
COCCNC(=O)Cn1cnc2c1c(=O)n(C)c(=O)n2C	i	i
COc1ccc(N2CC(C(=O)N3CCOCC3)CC2=O)cc1 (configuration not stated)	i	i

Next part; it opens with the 2 that closed the last part.
SMILES	CHT block	CHT allo act
COCCNC(=O)Cn1cnc2c1c(=O)n(C)c(=O)n2C	i	i
COc1ccc(N2CC(C(=O)N3CCOCC3)CC2=O)cc1 (configuration not stated)	i	i
Cc1sc(-c2c(C#N)c(N)nc3c2CCCCCC3)cc1[N+](=O)[O-]	i	i
CSc1c(C#N)sc(=S)n1-c1ccc(C)cc1	i	i
CC(=O)Nc1ccc(N/C=C/C(=O)c2ccccc2)cc1	i	i
CCn1c(SCC(=O)Nc2nncs2)nnc1C(C)NC(=O)c1ccccc1Br (configuration not stated)	i	i
COCCCNC(=O)C(=O)Nc1cc2c3c(c1)CCC(=O)N3CCC2	i	i
CCCc1nn(C)c(C(=O)Nc2ccc(CC)cc2)c1Cl	i	i
Cc1ccc(C(=O)Nc2c(C#N)c(C)c(C)n2Cc2ccccc2)cc1	i	i
CCOP(=O)(OCC)C(Nc1ccccn1)c1ccccc1 (configuration not stated)	i	i
Cc1c(C=O)c2ccccc2n1CCOc1ccccc1	i	i
CCOC(=O)C1CCN(C(=O)Cc2cccs2)CC1	i	i
CCc1nnc(NC(=O)c2ccc(S(=O)(=O)N(CCOC)CCOC)cc2)o1	i	i
COc1cccc(NC2SC(=O)N(c3ccccc3)C2=O)c1 (configuration not stated)	i	i
O=C(CCN1C(=O)/C(=C\c2ccccc2)SC1=S)N1CCCCC1	i	i
Cn1c(Cl)cnc1C(O)c1ccccc1 (configuration not stated)	i	i
COc1ccc(NC(=S)N2CCN(S(C)(=O)=O)CC2)cc1	i	i
O=C(OCc1ccccc1)N1CCCC1/C=C/CN1CCOCC1 (configuration not stated)	i	i
COC(=O)[C@]1(Cc2ccccc2)N[C@H](c2ccc(-c3ccc(F)cc3)cc2)[C@@H]2C(=O)N(C)C(=O)[C@@H]21	i	i
O=c1c2ccccc2oc2cc(OCc3cccc(F)c3)cc(O)c12	i	i
O=C(NC(Cc1c[nH]c2ccccc12)C(=O)O)c1ccccc1 (configuration not stated)	i	i
c1ccc2[nH]c(NN=C3CCCCCC3)nc2c1	i	i
CCCCNC(=O)c1cc2n(n1)C(C(F)(F)F)CC(c1ccccc1)N2 (configuration not stated)	i	i
Cc1ccc(C)c(N=Cc2ccc(-c3ccc([N+](=O)[O-])cc3)o2)c1	i	i
Cc1nc2ccccn2c1C(=O)N/N=C/c1ccccc1	i	i
CC(=O)Nc1ccc(S(=O)(=O)N2CN(c3ccc(C)cc3)c3nc4ccccc4nc32)cc1	i	i
O=C(O)C1(c2ccccc2)CCN(S(=O)(=O)c2ccc(F)c(F)c2)CC1	i	i

More structures
SMILES	CHT block	CHT allo act
CN(C)/C=C(/C(=O)c1ccc(Cl)c(Cl)c1)c1nnnn1-c1ccccc1	i	i
CCCCOC(=O)C(C)Oc1ccc(=O)n(-c2ccccc2)n1 (configuration not stated)	i	i
Cc1csc(NC(=O)c2ccc(=O)[nH]c2)n1	i	i
Cc1cc(C)cc(N(C(=O)C(F)(F)F)C(C(=O)NC2CCCCC2)c2cccs2)c1 (configuration not stated)	i	i
CC[C@H](C)[C@H](NS(=O)(=O)c1ccc(C)cc1)C(=O)N1CCC(C(=O)N[C@@H](C)C(=O)O)CC1	i	i
ClCCN1C2=NCCCN2c2ccccc21	i	i
CCC1=C(OC(=O)N(CC)CC)N2C(=O)OC(=NCC3CC3)[C@]2(C)[C@H]2C1=CC[C@H]1C(=O)NC(=O)[C@H]12	i	i
O=[N+]([O-])c1ccc(S(=O)(=O)N2CCN(Cc3ccco3)CC2)cc1	i	i
CCOc1ccc(S(=O)(=O)N2CCOCC2)cc1NC(=O)CSC(=S)N1CCCC1	i	i
Cn1nc(C(=O)N2CCN(c3ccc(F)cc3)CC2)c2c1-c1ccccc1S(=O)(=O)C2	i	i
CN(C(=O)COC(=O)CCCN1C(=O)c2cccc3cccc(c23)C1=O)C1CCS(=O)(=O)C1 (configuration not stated)	i	i
c1ccc(N2CCN(c3ccccc3)C2c2ccncc2)cc1	i	i
Cc1ccc(S(=O)(=O)NCCc2nnc3ccc(SCC(=O)Nc4nc(C)cs4)nn23)cc1	i	i
CCCCN(CCCC)C(=O)CCS(=O)(=O)c1ccc2c(c1)n(C)c(=O)c(=O)n2C	i	i
CCCCN(Cc1ccccc1)C(=O)C1CCN(Cc2sccc2C)CC1	i	i
CN(C)S(=O)(=O)N(CC(=O)N(Cc1ccccc1)Cc1ccccc1)c1ccccc1	i	i
CCCCC(=O)Nc1cccc(NC(=O)c2cccc([N+](=O)[O-])c2)c1	i	i
Cc1ccc(NC(=S)N(CCN2CCCCC2)Cc2ccco2)cc1C	i	i
CCN1/C(=C/c2ccc3ccccc3[n+]2CCCS(=O)(=O)[O-])C=Cc2cc(C)ccc21	i	i
Cc1sc2ncn(CC(=O)N3CCCCC3)c(=O)c2c1S(=O)(=O)N1CCC(C)CC1	i	i
Nc1nc2c(s1)CCc1ccccc1-2	i	i
COc1cc(C(=S)N2CCCC2)ccc1O	i	i
O=C(Nc1nc2ccccc2s1)C1CCN(C(=O)c2ccco2)CC1	i	i
O=C(O)c1ccc(NC(CSCc2ccc(F)cc2)C(=O)O)c([N+](=O)[O-])c1 (configuration not stated)	i	i
Cc1nc(SC(C(N)=O)c2ccccc2)c(C#N)c(C)c1C (configuration not stated)	i	i

A portion from further up:
SMILES	CHT block	CHT allo act
Cc1ccc(NC(=S)N(CCN2CCCCC2)Cc2ccco2)cc1C	i	i
CCN1/C(=C/c2ccc3ccccc3[n+]2CCCS(=O)(=O)[O-])C=Cc2cc(C)ccc21	i	i

Other results:
SMILES	CHT block	CHT allo act
Clc1ccc2c(c1)nc1n2CCCC1	i	i
O=C(O/N=C/c1cccc([N+](=O)[O-])c1)C1CC1	i	i
CC1(C)Oc2ccc(C(=O)N3CCOCC3)cc2N(CC(=O)Nc2ccccc2)C1=O	i	i
O=C(CSc1nnc(COc2ccc(Cl)cc2)o1)NC1CCCCC1	i	i
CC(=O)c1ccc(C(=O)Nc2nnc(-c3ccc(Cl)cc3)o2)cc1	i	i
CCN1C(=O)[C@@H]2[C@@H](c3ccc(SC4CCCCC4)c(OC)c3)N3CCC[C@@]3(C(=O)OC)[C@@H]2C1=O	i	i
COCCCNC(=O)c1cn(-c2cccc(OC)c2)c(=O)c2ccccc12	i	i
O=C(CSc1cccc[n+]1[O-])c1cccs1	i	i
CCc1nc2ccccc2c(C(=O)O)c1C	i	i
O=C(O)c1cccc(Oc2ccc([N+](=O)[O-])cc2)c1	i	i
Cn1c(COc2ccccc2)nnc1SCC(=O)Nc1ccc(N2CCOCC2)c(Cl)c1	i	i
O=C(Cc1ccc(Br)cc1)N1CCN(c2ccccc2)CC1	i	i
O=c1c2cn[nH]c2[nH]c(=S)n1-c1ccccc1F	i	i
S=C1NC2=C(CCCC2=C2SCCCS2)C(c2ccccc2)N1 (configuration not stated)	i	i
CCOC(=O)C(Cc1ccccc1)NC(=O)CCCC(=O)c1ccccc1 (configuration not stated)	-5.91*	i
CC(C)CNc1nc(Oc2ccc(=O)[nH]n2)nc(N(C)C)n1	i	i
CCCn1c(C)cc(C(=O)COC(=O)c2c(C)nn(-c3ccccc3)c2C)c1C	i	i
Cc1ccc(S(=O)(=O)c2c[nH]c3ccc(Cl)cc3c2=O)cc1	i	i
C=CCn1c(SCc2csc(-c3ccc(C)cc3)n2)nnc1-c1ccccc1OC	i	i
CC(=O)Nc1ccc(S(=O)(=O)NCCC(=O)Nc2cc(C)ccn2)cc1	i	i
Cc1ccc(CNC(=O)COC(=O)CSc2cc(C)c(Br)cc2C)cc1	i	i
CC1CCCN(C(=O)CN2CCC(c3nc4ccc(Cl)cc4[nH]3)CC2)C1 (configuration not stated)	i	i
O=C(Nc1ccc(C(=O)N2CCCC2)cc1)c1ccccc1Br	i	i
Cc1ccc2c(c1)N(CCC(=O)NC1CCCCC1C)C(=O)CO2 (configuration not stated)	i	i
O=C(Cn1cncn1)N/N=C/c1cc([N+](=O)[O-])ccc1O	i	i

3 records picked at random from the list so far:
SMILES	CHT block	CHT allo act
CC1(C)Oc2ccc(C(=O)N3CCOCC3)cc2N(CC(=O)Nc2ccccc2)C1=O	i	i
Cc1ccc(S(=O)(=O)c2c[nH]c3ccc(Cl)cc3c2=O)cc1	i	i
COCCCNC(=O)c1cn(-c2cccc(OC)c2)c(=O)c2ccccc12	i	i

Next part
SMILES	CHT block	CHT allo act
O=S(=O)(NCC(c1cccnc1)N1CCOCC1)c1ccc(Cl)cc1 (configuration not stated)	i	i
COc1ccc(CC(=O)N(C)Cc2cccc(F)c2)cc1S(=O)(=O)N1CCOCC1	i	i
Cc1ccc(S(=O)(=O)Nc2cc(C)c(O)c(Sc3n[nH]c(C)n3)c2)cc1	i	i
S=c1[nH]c2ccccc2o1	i	i
CNC(=O)C(=O)N/N=C/c1cccnc1	i	i
COC(=O)C1=C(C)N=C2SC(C)C(=O)N2C1/C=C/c1ccccc1 (configuration not stated)	i	i
COc1cc(-c2ncc3ccccn23)cc(OC)c1OC	i	i
CCCC1=[N+](CC(=O)c2ccc(Br)cc2)CCn2cccc21	i	i
Cc1ccc(-c2nn(-c3cc(Cl)ccc3[N+](=O)[O-])c(=O)c3ccccc23)cc1C	i	i
COc1cc2cc(C(=O)Nc3ccc4c(c3)OCCO4)[nH]c2cc1OC	i	i
CN1CCN(c2ccc(NC(=O)CSc3ccccc3)cc2F)CC1	i	i
Cc1nn(-c2ccccc2)c2sc(C(=O)OCn3nnc4ccccc4c3=O)cc12	i	i
Cn1c(=O)[nH]c(=O)c2c1nc(N1CCCCCC1)n2CCSc1nc2ccccc2o1	i	i
O=C(NC(=S)Nc1ccc(Br)c(Cl)c1)C1CC1	i	i
Cc1ccccc1CSCc1nc2ccccc2[nH]1	i	i
O=C(CN1C(=O)COc2ccccc21)N1CCN(C2CCCCC2)CC1	i	i
COc1ccc(C(=O)c2c(NC(C)=O)sc3c2CCN(C(=O)OC(C)(C)C)C3)cc1	i	i
CC(=O)Nc1ccc(C(=O)OCc2ccc(F)cc2)cc1	i	i
O=C(Nc1ccccc1F)C(=O)Nc1cccc2ccccc12	i	i
COc1ccc(-n2nc(C(=O)NCC(=O)O)c3ccccc3c2=O)cc1	i	i
CCOC(=O)C1CCN(C(=O)COc2ccc(Cl)cc2C)CC1	i	i
Cc1ccc(NC(=O)Cn2cccc2)cc1	i	i
Cc1cc(C)nc(Nc2n[nH]c(COc3ccc4ccccc4c3)n2)n1	i	i
O=C(C[n+]1ccccc1)N/N=C/c1ccccc1[N+](=O)[O-]	i	i
COc1cc(CNCCc2ccc(S(N)(=O)=O)cc2)ccc1OCC(=O)N1CCCCC1	i	i
COc1ccc(OC)c(S(=O)(=O)N2CCCC(C(=O)N3CCCCCC3)C2)c1 (configuration not stated)	i	i

Whole records, looked up by structure:
Results for Cc1ccccc1CSCc1nc2ccccc2[nH]1 : CHT block: i; CHT allo act: i
Results for Cc1ccc(NC(=O)Cn2cccc2)cc1 : CHT block: i; CHT allo act: i
